High-throughput results deposited in PubChem BioAssay by National Center for Advancing Translational Sciences (NCATS).
D2 antag: antagonists of human D2 dopamine receptor | P14416 | HEK293 TREx D2 cells, calcium flux, dopamine EC80 | inhibition, % at 10 µM | hit rate 2% among 340,000 | AID 485344; in the data active = inhibition above about 30%; also: 0% is about no effect
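Read-out: kinetic calcium fluorescence (1 cycle/s) in inducible HEK293 T-REx D2 cells after an EC80 dopamine addition that followed 180 s compound preincubation. Loss of the dopamine response indicates antagonism.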
TRHR ag: agonists of human TRH receptor; P34981; TRHR cells, calcium flux fluo-8, FDSS agonist mode; activation, % at 2 µM; hit rate 0.18% among 360,000; AID 493084; also: 0% is about no effect
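TRHR-expressing cells loaded with fluo-8 calcium dye; 23 nL library compound pin-transferred, kinetic FDSS fluorescence (Ex 480/Em 530) recorded about 180 s for agonist-induced calcium release, before a 10 nM TRH EC20 addition for potentiator mode.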
TRHR enhancer: TRH receptor (human) allosteric enhancement; P34981; TRHR cells, fluo-8 calcium fluorescence, EC20 TRH enhancement; enhancement, % at 2 µM; hit rate 0.66% among 360,000; AID 493056; in the data active = enhancement above about 30%; also: 0% is about no effect
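Enhancer read-out: after compound pinning and an initial kinetic agonist-mode read, an EC20 of TRH (10 nM final) was injected and fluo-8 calcium signal (Ex 480/Em 530) followed at 1 s/cycle for 100 cycles in TRHR-expressing cells.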
D2 ag: activates the human D2 dopamine receptor. P14416. HEK293 T-REx D2 cells, calcium flux agonist mode. activation, % at 2 µM. hit rate 0.53% among 340,000;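 active = activation over 3 SD above normal in the single-dose calcium agonist read, cut at about 30% in these data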; also: 0% is about no effect
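Calcium-flux readout, 1 cycle/sec over 180 s following compound pin transfer, in inducible HEK293 Trex D2 cells (force-coupled); dopamine controls included. Positive calcium responses during this window marked compounds as potential agonists.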
D1 potentiator: potentiators of human D1 dopamine receptor. HEK293 TREx D1 cells, calcium flux, dopamine EC20 potentiation. hit rate 0.036% among 360,000. P21728. potentiation, % at 10 µM; in the data active = potentiation above about 30%; also: 0% is about no effect
D2 potentiator: positively modulates the human D2 dopamine receptor allosterically; HEK293 T-REx D2, calcium flux, EC20 dopamine potentiation; AID 485347; P14416; hit rate 0.34% among 340,000; potentiation, % at 10 µM;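 active = potentiation over 3 SD above the plate norm, cut at about 30% in these data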; also: 0% is about no effect
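Using a no-wash calcium dye in inducible, force-coupled HEK293 Trex cells expressing D2, we tracked fluorescence each second for 180 s after compound, then for 180 s after EC20 dopamine to detect augmented signalling.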
D1 agonist: agonists of human D1 dopamine receptor | P21728 | HEK293 T-REx D1 cells, calcium flux, agonist mode | activation, % at 2 µM | hit rate 1% among 360,000 | AID 504660; also: 0% is about no effect
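Agonism was scored from calcium flux recorded over 180 s (1 read/s) after pintool compound addition, following a 10-cycle baseline. Cells were inducible force-coupled HEK293 TREx D1, plated overnight at 30 C and loaded with no-wash calcium dye.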
RXFP1 antag: blocks the human relaxin receptor RXFP1 | Q9HBX9 | HEK293-RXFP1, relaxin-stimulated cAMP HTRF, 30 min; active compounds read low | activity change, negative = inhibition, % at 57.5 µM | hit rate 0.59% among 350,000;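 active = activity change of -60% or lower, but not beyond a set lower limit; inconclusive = change between -60% and -40%, or beyond the set limit; inactive = change above -40%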; also: % is scaled to controls: 0 for no effect and ±100 for the full control effect
Target sequence (Q9HBX9 whole entry, looked up): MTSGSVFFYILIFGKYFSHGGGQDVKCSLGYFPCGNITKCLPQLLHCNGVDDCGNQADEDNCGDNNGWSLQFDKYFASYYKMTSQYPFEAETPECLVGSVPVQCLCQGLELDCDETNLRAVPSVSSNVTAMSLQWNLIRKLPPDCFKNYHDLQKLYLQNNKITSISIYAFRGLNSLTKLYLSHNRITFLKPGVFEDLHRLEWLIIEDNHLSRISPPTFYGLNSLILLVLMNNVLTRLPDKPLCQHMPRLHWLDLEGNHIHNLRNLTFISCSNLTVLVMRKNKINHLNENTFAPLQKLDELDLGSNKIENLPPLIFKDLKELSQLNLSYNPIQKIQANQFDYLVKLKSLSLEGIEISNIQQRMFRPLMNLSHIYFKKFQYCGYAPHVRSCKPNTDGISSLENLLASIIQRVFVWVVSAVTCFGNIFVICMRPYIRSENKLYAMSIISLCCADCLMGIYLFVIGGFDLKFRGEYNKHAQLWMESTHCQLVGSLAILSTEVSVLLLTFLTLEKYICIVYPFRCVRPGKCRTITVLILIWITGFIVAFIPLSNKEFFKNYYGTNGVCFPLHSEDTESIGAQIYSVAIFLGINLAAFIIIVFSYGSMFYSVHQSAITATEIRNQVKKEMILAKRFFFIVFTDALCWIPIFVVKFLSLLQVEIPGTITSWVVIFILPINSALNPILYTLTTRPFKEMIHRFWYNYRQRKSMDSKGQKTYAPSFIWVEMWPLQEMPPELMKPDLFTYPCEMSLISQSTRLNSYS
D1 antagonist: human D1 dopamine receptor antagonism. P21728. HEK293 TREx D1 cells, calcium flux, dopamine EC80; active compounds read low. activity change, negative = inhibition, % at 10 µM. hit rate 3.2% among 360,000; in the data active = activity change below about -30%; also: % is scaled to controls: 0 for no effect and ±100 for the full control effect
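Cells carrying a force-coupled, tetracycline-inducible human D1 receptor report calcium flux. Each well gets a 10 s baseline, compound with 180 s monitoring, then an EC80 dopamine stimulus with a second 180 s kinetic read.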
* = called active by the depositor; ? = inconclusive; / = not tested or not shown. Rule as the data show it, unless noted: active = activation above about 30%; inactive = the rest.

molecule,D2 antag,TRHR ag,TRHR enhancer,D2 ag,D1 potentiator,D2 potentiator,D1 agonist,RXFP1 antag,D1 antagonist
CCCCNC(=O)CC1Nc2cc(C)c(C)cc2NC1=O (stereo not drawn),/,-0.2,4,1.5,-1,1,3,/,-9
Cc1nc(C)c(-c2csc(Nc3cccc(O)c3)n2)s1,-11,-1.5,13,-0.1,-5,-1,2,-16,2
CCn1c(SCC(=O)N/N=C/C(C)=C/c2ccco2)nnc1-c1ccccc1,8,-1.0,-10,0.0,-1,3,0,5,-1
O=C(NCCC1CCCCN1S(=O)(=O)c1ccccc1)C(=O)NCc1ccccn1 (stereo not drawn),4,-0.1,-9,0.5,3,-1,1,-3,-1
Cc1ccc(Nc2nc(NCCCN3CCOCC3)nc(N)c2[N+](=O)[O-])cc1,2,0.5,26,2.0,-12,7,1,/,-4
COc1ccc(CCn2c(-c3ccncc3)n[nH]c2=S)cc1OC,-18,0.1,2,1.8,-4,7,-1,-6,/
COCCCNC(=O)CS(=O)(=O)Cc1nc(-c2cccc(OC)c2)oc1C,-3,-0.1,-4,-0.3,-2,-5,1,-3,-14
O=C(Nc1ccc(Cl)cc1)/C(=C/c1ccc([N+](=O)[O-])cc1)c1nc2ccccc2s1,-8,0.2,-3,3.3,-5,1,0,/,/
O=S(=O)(c1ccccc1)C1(C2CC(c3ccccc3)=NO2)CC(O)C1 (stereo not drawn),9,0.3,5,-1.2,-4,7,-1,/,-3
CCCN(C(=O)COC(=O)Cn1c(=O)oc2ccccc21)c1c(N)n(Cc2ccccc2)c(=O)[nH]c1=O,-11,0.2,0,-0.2,-12,16,2,-6,-1
COc1ccc(-n2c(Cc3cccn3C)nnc2SCC(=O)Nc2cccc(F)c2)cc1,4,0.0,12,-2.4,4,1,4,-6,1
Nn1c(SCC(=O)Nc2ccc(S(N)(=O)=O)cc2)nnc1-c1ccco1,1,0.3,2,0.4,1,0,5,-7,18
CCOc1ccc(NC(=S)NC(=O)c2c(Cl)c(C)nn2C)c([N+](=O)[O-])c1,-5,-0.2,-4,-0.2,0,-3,0,/,-7
COc1cccc(NC(=O)C(Sc2nnc(Nc3ccccc3C)s2)c2ccccc2)c1 (stereo not drawn),18,1.8,0,0.6,-6,-21,0,-10,3
CCOc1cc(C)c(C(C)C)cc1S(=O)(=O)NCc1ccccn1,-22,-0.5,-7,0.1,-2,-14,1,4,-20
CCCCCCCCOC(=O)/C=C/c1c(C)[nH]c(=O)[nH]c1=O,12,0.7,-2,0.4,-4,7,2,-1,-22
O=C(/C=C/c1cn(-c2ccccc2)nc1-c1ccc2c(c1)OCCO2)NCCCN1CCOCC1,/,-1.0,2,/,5,/,2,-17,1
CCOC(=O)C1(Cc2ccccc2C)CCCN(C(=O)c2ccc(OC)o2)C1 (stereo not drawn),-8,-0.8,2,0.4,-6,8,2,-3,11
COc1ccccc1-n1cnnc1SCC(=O)c1c[nH]c2ccccc12,4,-0.2,-8,1.8,-5,5,3,-6,-24
CC(/C=N/NC(=O)CCn1nnc2ccccc21)=C\c1ccccc1,-11,-0.5,0,-0.7,-3,-4,2,-24,-5
O=C1CC(Cc2ccc(Br)cc2)C(=O)N1c1ccccc1 (stereo not drawn),-2,-0.3,-5,0.6,-4,6,3,0,-20
N#C/C(=N\O)c1nc2ccccc2[nH]1,-12,-0.2,-1,-0.3,-1,-9,4,-4,12
COc1ccccc1NC(=O)COc1ccc(Br)cc1CO,3,-0.7,9,1.6,3,7,3,2,-3
O=C(c1cccs1)N(Cc1cc2ccccc2[nH]c1=O)CC1CCCO1 (stereo not drawn),11,0.4,-10,0.9,/,-3,4,16,-18

Next section (5 carried over from the part before).
molecule,D2 antag,TRHR ag,TRHR enhancer,D2 ag,D1 potentiator,D2 potentiator,D1 agonist,RXFP1 antag,D1 antagonist
CC(/C=N/NC(=O)CCn1nnc2ccccc21)=C\c1ccccc1,-11,-0.5,0,-0.7,-3,-4,2,-24,-5
O=C1CC(Cc2ccc(Br)cc2)C(=O)N1c1ccccc1 (stereo not drawn),-2,-0.3,-5,0.6,-4,6,3,0,-20
N#C/C(=N\O)c1nc2ccccc2[nH]1,-12,-0.2,-1,-0.3,-1,-9,4,-4,12
COc1ccccc1NC(=O)COc1ccc(Br)cc1CO,3,-0.7,9,1.6,3,7,3,2,-3
O=C(c1cccs1)N(Cc1cc2ccccc2[nH]c1=O)CC1CCCO1 (stereo not drawn),11,0.4,-10,0.9,/,-3,4,16,-18
COc1ccc(-c2nc(C)c(CCNC(=O)c3cccc(C)c3)s2)cc1OC,/,-1.4,-2,1.0,-5,/,0,/,11
CCN(c1cccc(C)c1)S(=O)(=O)c1ccc2c(c1)N(C(C)=O)CCS2,-3,0.4,1,-1.2,-4,8,5,-5,-14
COc1ccc(NC(=O)Nc2cccc(NC(C)=O)c2)c(OC)c1,4,0.5,-3,0.6,-4,-4,2,-29,-15
CC(=O)Nc1ccc(S(=O)(=O)N2CCN=C2SCc2cccc(C)c2)cc1,3,0.8,-2,-0.2,-11,9,8,6,-22
O=C(Oc1coc(CSc2nnc(NC(=O)C3CC3)s2)cc1=O)c1ccccc1,-11,-0.4,-1,-0.8,3,0,1,18,4
COc1cccc(OCC(=O)Nc2c3c(nn2-c2ccccc2)CS(=O)(=O)C3)c1,-8,-0.1,-3,0.6,2,19,2,-10,-1
C=C(C)C1CC=C(C)/C(=N/NC(=O)c2cccs2)C1 (stereo not drawn),-3,0.2,11,-0.1,3,5,2,-1,17
Cc1ccc(C(=O)N2CCOCC2)cc1[N+](=O)[O-],-6,0.2,5,3.0,3,3,1,15,-1
Cc1nnc(Nc2ccccc2)n(N)c1=O,/,0.2,6,/,-4,/,3,6,10
CN1CCN(c2ncnc3sc(-c4ccccc4)cc23)CC1,-20,0.5,-1,0.2,0,-16,4,-6,-3
O=C1N[C@@H](Cc2cnc[nH]2)C(=O)N2CCC[C@@H]12,45*,0.5,-12,2.2,5,-1,2,/,14
O=C(NCCC1CCCCN1S(=O)(=O)c1cccs1)C(=O)Nc1ccc(F)cc1F (stereo not drawn),8,-0.5,-1,-0.5,-10,-2,18,3,-3
COc1cc(OC)c(C2Nc3ccccc3NC3=C2C(=O)CC(C)(C)C3)cc1OC (stereo not drawn),-2,-0.1,1,-0.6,-2,-13,3,-3,-9
O=C(CCCNC(=O)/C(=C/c1ccc(F)cc1)NC(=O)c1ccccc1)OCc1ccccc1,2,0.0,-7,-0.6,-9,6,2,-2,-20
O=C1C=C(c2ccc3[nH]ccc3c2)C[C@@H](c2ccc(Cl)cc2)C1,10,-0.1,4,-0.6,4,-5,3,/,/
COc1ccc(NC(=O)Cn2c(=O)n(-c3ccc(OC)cc3)c(=O)c3ccc(C(=O)NCc4ccc(C)cc4)cc32)cc1,/,1.5,-4,0.9,0,24,3,/,6
O=C(Cn1c(SCc2ccccc2F)nc2ccncc21)Nc1ccccc1C(F)(F)F,/,-0.4,-1,0.1,1,-2,-1,/,1
CSC(=S)NCc1cccnc1,5,0.1,-4,-0.4,-1,6,3,-4,16
CCN1CCN(C(=S)Nc2ccsc2C(=O)OC)CC1,4,0.5,-3,0.1,-3,-8,2,?,13
COc1ccccc1CNC(=O)c1cn(C)c(=O)c2cc(OC)c(OC)cc12,3,0.5,21,1.0,14,14,0,1,7
Cc1ccc(C(=O)N/N=C\c2ccc(Br)o2)o1,-3,-0.6,-1,0.1,-8,-1,-1,-35,-11
CC(C)(C)c1ccc2c(c1)OC(C(=O)N/N=C/c1ccc([N+](=O)[O-])o1)CO2 (stereo not drawn),3,1.3,3,4.2,0,10,10,?,-13
Cc1ccc(NC(=O)CSCC(N)=O)cc1C,-9,0.0,6,0.2,10,3,4,-17,1
CC(Sc1nccn1C)C(=O)c1c(N)n(C)c(=O)n(C)c1=O (stereo not drawn),12,2.4,1,0.5,4,4,1,-1,1
N#Cc1c(N)nc2c(c1-c1ccc3c(c1)OCO3)CCc1ccccc1-2,-8,1.3,-19,-0.9,-7,-5,4,-2,-9
Cc1cc(C)c(S(=O)(=O)c2ccccc2)c(OC(=O)c2c(Cl)cc(Cl)cc2Cl)n1,/,-0.1,-8,/,-3,/,6,3,4
CCCSC1=NC2(CCN(C(=O)NC3CCCCC3)CC2)N=C1c1ccccc1,/,-0.1,11,1.0,-4,/,-1,-3,7
Fc1ccc(Br)cc1SCCc1ccncc1,/,-0.4,2,/,-5,/,5,-4,3
CCOC(=O)C(CC(=O)O)=C(c1ccccc1)c1ccccc1,-6,0.5,0,0.8,-3,12,0,-5,2
Cc1cccn2c(=O)c3cc(C(=O)NC4CCCCC4C)n(C)c3nc12 (stereo not drawn),-4,0.2,0,-0.2,2,4,2,-15,6
COc1ccc(NC(=O)Nc2cc(F)ccc2C)cc1,-8,0.3,-3,0.5,-5,9,5,-2,-23
Cc1ccccc1-c1nc(CN2CCSCC2)c(C)o1,-10,-0.1,-7,2.0,-7,-6,-1,4,-8
COc1ccc(OCc2nn[nH]n2)cc1,5,0.2,7,0.6,-2,-6,1,3,-7
Cc1cccc(C(=O)NCc2nnc(SCC(=O)Nc3nnc(C)s3)n2C)c1,/,0.0,-9,/,2,-10,2,17,-2
COc1cccc(N2CCN(c3ncnc4c3[nH]c3ccccc34)CC2C)c1 (stereo not drawn),-8,-0.2,-5,0.7,-3,8,6,/,-14
O=C(NC(=S)Nc1ccc(S(=O)(=O)NC2CCCCC2)cc1)c1cccs1,-6,0.6,-6,0.9,2,7,12,-12,-16
Cc1ccc(Cn2c(C(C)Nc3nc(-c4ccc(C)cc4)cs3)nc3cc(Cl)c(Cl)cc32)cc1 (stereo not drawn),-12,1.5,1,/,1,-6,1,/,-8
Cc1ccc(SCc2nc(-c3cccnc3)no2)cc1,-2,-0.6,0,-0.4,2,16,3,-15,7
CCc1cccc(C)c1Nc1c(-c2cccs2)nc2ncccn12,/,6.1,6,1.1,14,17,12,-39,-7
CCn1c(=O)c2cc(C(=O)N(CCN(C)C)Cc3ccccc3)sc2c2ccccc21,/,0.4,4,1.0,-6,-19,4,/,6
Cc1ccc(Cl)cc1NC(=O)c1cc(NC(=O)C2CCCCC2C(=O)O)ccc1N1CCOCC1 (stereo not drawn),0,-0.1,-3,-0.5,2,-6,0,-11,12
Cc1ccc(C)c(NC(=O)n2ncc3cc(Cl)ccc32)c1,/,-0.3,-1,3.3,-2,0,0,2,2
